RMI-FANCM inh: RMI-FANCM interaction inhibition | FP signal (polarization) at 33 µM | actives 0.58% (n = 70,000) | Fluorescence polarization, RMI core complex with F-MM2 peptide; stronger effect = lower value | AID 1159607; in the data active = FP signal below about 40; also: inactives centre near 61; strong numbers were not always called active; unit not given here
The depositor's hits bear a star; & = joins results of further samples. Some of the compounds tested. The share of hits here may be higher or lower than overall.

RMI-FANCM inh,mol
56,Nc1ccccc1SC(CC(=O)c1cccc2ccccc12)c1ccccc1 (centres undefined)
56,COc1cc(/C=N\NC(=O)C(C)n2nnc(N3CCOCC3)n2)cc(OC)c1OC (centres undefined)
61,C#CCn1c(=NC(=O)c2ccc(S(=O)(=O)N(C)c3ccccc3)cc2)sc2cccc(OC)c21
62,COc1ccc(-c2csc(CN3CCN(C(=O)C4CC4)CC3)n2)cc1
63,Cc1csc(CN2CCN(C(=O)c3ccc(Cl)cc3)CC2)n1
67,CS(=O)(=O)NCC(c1ccsc1)N1CCOCC1 (centres undefined)
93,CCOC(=O)N1CCN(S(=O)(=O)c2ccc(C(=O)N(CCCN(C)C)c3nc4c(F)cc(F)cc4s3)cc2)CC1
91,CCOC(=O)c1nn(-c2ccccc2)c(=O)c2c(NC(=O)c3cc(Br)ccc3Cl)scc12
54,N#CCCN(Cc1cccs1)S(=O)(=O)c1ccc(F)cc1
59,CCOC(=O)C1=C(C)N=C2SC(C)C(=O)N2C1c1cccs1 (centres undefined)
57,O=c1ccc(-c2cccs2)nn1Cc1c(F)cccc1Cl
68,O=C(Cn1nc(-c2ccccc2)c2sc(N3CCOCC3)nc2c1=O)NCc1ccccc1Cl
65,CCCNC(=O)Nc1nc2ccc(OC)cc2s1
53,CC(C)c1nc(N=CN(C)C)nc(=O)n1C
60,CCOc1ccc(-c2nnc3n(Cc4cc(C)ccc4C)c4c(=O)[nH]c(=O)n(C)c4n23)cc1
68,O=C(Cc1cc(=O)[nH]c(SCc2ccc(F)cc2)n1)NCC1CCCCC1
42,CCCc1c(SC(=O)N(C)C)ccc(C(C)=O)c1O
54,CCOC(=O)c1nn(-c2ccc(F)cc2)c(=O)cc1N1CCN(C(=O)OCC)CC1
62,CCOc1ccccc1-c1nc(CSc2nc(C)c(Cc3ccccc3)c(=O)[nH]2)c(C)o1
64,Nc1nc2[nH]c(=O)c(=O)[nH]c2c(=O)[nH]1
80,O=S(=O)(c1cccc(F)c1)N1CCN(c2ccc(-c3ccncc3)nn2)CC1
52,Cc1cc(C)c(S(=O)(=O)NNC(=O)CCCCC(=O)NNS(=O)(=O)c2c(C)cc(C)cc2C)c(C)c1
62,COc1ccc(C(=O)COc2ccccc2OC)cc1
56,O=C(Cc1csc(NS(=O)(=O)c2ccccc2)n1)NCCC1=CCCCC1
60,CC(C)c1ccc(C2C(C(=O)/C=C/c3ccco3)=C(O)C(=O)N2CCCn2ccnc2)cc1 (centres undefined)
60,C=CCc1c(C)nc2c(C(=O)O)cnn2c1C
66,Cc1ccc(C)c(S(=O)(=O)N2CCCOC2CNC(=O)C(=O)NCc2ccccn2)c1 (centres undefined)
73,COCC(=O)N1CCCc2ccc(NS(=O)(=O)Cc3cccc(C)c3)cc21
60,CCOc1ccc(C=Nc2ccccc2-c2nc3ccccc3[nH]c2=O)cc1
69,CCCS(=O)(=O)N1CCCc2ccc(NS(=O)(=O)c3ccc(OC)c(Cl)c3)cc21
64,CS(=O)(=O)Nc1ccc2c(c1)CN(C(=O)C1CC1)CC2
63,Cc1ccc(-c2ccc(N3CCN(C(=O)c4ccc5c(c4)OCO5)CC3)nn2)c(C)c1
69,O=C1CCc2cc(NC(=O)c3ccc(Cl)cc3Cl)ccc2N1
58,CCCCCC(=O)Cc1cc(O)cc(O)c1C(=O)Oc1cc(CC(=O)CCCCC)c(C(=O)O)c(OC)c1
53,O=C1CCc2cc(C3=CSC4=NCCN34)ccc2N1
57,CC(=O)N1N=C(c2ccccc2NS(C)(=O)=O)CC1c1cccc2nccnc12 (centres undefined)
59,O=C(CCN1C(=O)/C(=C\c2ccccc2F)SC1=S)N1CCN(c2ccccc2)CC1
108,C=CCSc1nc(N)c(C#N)c(-c2ccc(OCc3ccccc3)cc2)c1C#N
178,COC(=O)C1=C(C)N=c2s/c(=C/c3cnn(C)c3)c(=O)n2C1c1ccccc1 (centres undefined)
70,CCS(=O)(=O)N1CCCc2cc(NS(=O)(=O)c3ccc(OC)cc3C)ccc21
60,Cc1cc(NC(=O)C23CC4CC(CC(C4)C2)C3)n(-c2nc3c(cnn3-c3ccc(F)cc3)c(=O)[nH]2)n1
70,COc1cc(NS(=O)(=O)c2ccc(NC(=O)/C=C/c3ccc([N+](=O)[O-])s3)cc2)nc(OC)n1
71,O=C(NCCn1nc(-c2ccccc2)ccc1=O)Nc1ccc(F)cc1
55,Cc1cc(OC(=O)c2c(-c3ccccc3)noc2C)c2cc(F)ccc2n1
61,CC(=O)c1c(C)[nH]c(C(=O)O)c1C
60,Cc1cc(N=CNO)c2ccccc2n1
100&70,COc1ccccc1C1CCN(Cc2cn[nH]c2-c2ccc(F)cc2)CC1
62,CCOC(=O)c1cn[nH]c1S(=O)(=O)Nc1c(C)cccc1C
64,Cc1nn(C)cc1/C=C/C(=O)c1cccs1
42,COC(=O)c1ccc(CSc2c(C)[nH]c3ccccc23)o1
54,COC(=O)c1ccc(CSc2ncc(CO)n2CC(N)=O)cc1
69,CCOC(=O)N1CCc2c(sc(N)c2C(=O)OC)C1
57,CCOC(=O)NNc1ccc(C(F)(F)F)cn1
55,Cn1ncc(NCCc2ccncc2)c(Cl)c1=O
76,COCCN(CCOC)S(=O)(=O)c1ccc(C(=O)Nc2nc3cc4c(cc3s2)OCO4)cc1
54,N/C(=N/OC(=O)c1ccc(Cl)cc1)c1ccc([N+](=O)[O-])cc1
59,S=c1[nH]cc(-c2ccc(Cl)cc2)o1
99,CCc1ccccc1NC(=O)Cn1cnc2c(sc3nc(C)cc(C)c32)c1=O
78,O=C(CCCn1nc(-c2cccs2)ccc1=O)Nc1ccc(F)c(F)c1
58,CC(C)(C)c1cc(C(C)(C)C)c(NP(=S)(OCc2ccccc2)c2ccccc2)c(C(C)(C)C)c1 (centres undefined)

Other structures follow:
RMI-FANCM inh,mol
67,O=c1ccc(-c2ccncc2)nn1CCNS(=O)(=O)c1ccc2c(c1)OCCO2
54,CC1=NNC(=O)C1CCC(=O)N/N=C/c1ccc(Cl)cc1Cl (centres undefined)
58,CCc1nnc(NC(=O)CSc2nc(N)c(NC(=O)c3ccco3)c(=O)[nH]2)s1
48,COc1ccc2nc(-c3ccc(C)c(NS(=O)(=O)c4ccc(Cl)s4)c3)cn2n1
58,O=[N+]([O-])c1cccc(/C=N\Nc2nc(-c3ccc(Cl)c(Cl)c3)cs2)c1
67,Cn1nccc1-c1nnc(NC(=O)C23CC4CC(CC(C4)C2)C3)o1
71,CCOC(=O)c1csc(NC(=O)C2c3ccccc3Oc3ccccc32)n1
68,COc1ccc(S(=O)(=O)Nc2ccc3c(c2)CCCN3C(=O)c2ccccc2)cc1F
77,COc1ccc(Cl)cc1C(=O)Nc1ccc2c(c1)N(C(=O)c1cccs1)CCC2
58,NC(=O)c1ccc(-c2ncc3c(n2)-c2ccsc2SC3)cc1
63,O=C(C(=O)N1CCOCC1)c1c[nH]c2ccccc12
63,CCn1ccc(C(=O)Nc2c(C(=O)OC)sc3ccccc23)n1
53,C1=C(c2ccccc2)CC(c2ccccc2)=C1
63,NC(=O)CCc1csc(NC(=O)Nc2ccccc2)n1
74,N#Cc1c(NC(=O)c2ccc(Br)cc2F)sc2c1CCC2
53,Cc1cc(C)n(-c2nc(-c3ccccc3)cc(=O)n2CC(=O)NCC2CCCO2)n1 (centres undefined)
60,Cc1c(C(=O)Oc2cccc3cccnc23)cccc1[N+](=O)[O-]
106,CC(C)Sc1ccc(C(=O)Nc2ccc(S(N)(=O)=O)cc2)cc1
69,COc1ccccc1N1CCN(C(=O)CSc2n[nH]c(=O)c3cc(-c4ccc(F)cc4)nn23)CC1
60,Nc1ncnc(N/N=C\c2ccc(O)cc2)c1[N+](=O)[O-]
60,c1ccc(COc2ccc(Nc3ncnc4nc[nH]c34)cc2)cc1
68,O=C(Nc1ccc2c(c1)CN(C(=O)c1cccs1)CC2)c1cccc2ccccc12
61,O=S(=O)(c1cccc2cccnc12)N1CCc2ccccc21
70,N#C/C(=C\c1ccc(O)c(O)c1)C(=O)NCCCc1ccccc1
58,CSc1nsc(SC)c1C(N)=O
78,CCOC(=O)c1sc(=NC(=O)c2nc3ccccc3s2)n(C)c1C
57,O=C(/C=C\c1ccccc1)NCc1nnnn1-c1ccc(Cl)cc1
80,COc1ccc(-c2noc(Cn3nc(-c4ccc(C)c(C)c4)ccc3=O)n2)c(OC)c1
57,COc1ccccc1NC(=O)NNC(=O)CCN1CCOCC1
33,CNc1cncc(C(=O)O)c1
45,COC(=O)CCN1CCc2cc(N=Nc3ccc(C(F)(F)F)cc3)ccc21
69,CCOc1ccc(-c2noc(C3CCCN(S(=O)(=O)c4cccs4)C3)n2)cc1OC (centres undefined)
53,CCOCCn1c(=NC(=O)c2cccc(S(C)(=O)=O)c2)sc2c(OC)ccc(OC)c21
69,CCN1C(=O)Cc2cc(NC(=O)c3ccc4c(c3)OCO4)ccc21
45,O=C(Nc1ccccc1)Nc1ccc(Oc2cccc(C(F)(F)F)c2)nc1
71,CS(=O)(=O)c1ccc2nc(N(Cc3ccccc3)C(=O)c3ccc4ncsc4c3)sc2c1
69,CCN1C(=O)Cc2cc(NS(=O)(=O)c3cc(C)c(OC)c(C)c3)ccc21
57,CC(=O)OC1CC2C(=C3CCC(O)CC31C)CCC1(C)C(C(C)CCCC(C)C)CCC21 (centres undefined)
81,CC(=O)N1CCc2c(sc(NC(=O)c3ccccc3NS(=O)(=O)c3ccc(C)cc3)c2C(N)=O)C1
63,C=CCSc1nnc(NC(=O)c2ccc(C)c(S(=O)(=O)N3CCCCCC3)c2)s1
90,O=C(O)CCCN1C(=O)/C(=C\c2cccc3ccccc23)SC1=S
79,O=C(NCCNC(=O)c1ccc(NC(=O)C2CC2)cc1)Nc1ccc(Cl)cc1
66,CCc1ccc(-n2nnc(C(=O)OCc3cccc(Cl)c3)c2C)cc1
56,CCCn1c(=O)c(/C(N)=N\OC(=O)Nc2ccc(OC(F)(F)F)cc2)nn(-c2ccccc2)c1=O
75,COc1ccc(Cl)cc1NC(=O)CN1CCCN(Cc2ccc(F)cc2)S1(=O)=O
59,O=C(c1ccccc1)c1cnc2ccccn2c1=O
61,COc1ccc(/C=N\n2cnc3c(sc(=S)n3-c3ccccc3)c2=O)cc1
64,COc1ccc(-c2nnc3c4cnn(-c5cc(C)cc(C)c5)c4ncn23)cc1OC
71,COc1ccc(NC(=S)NCCc2cc3ccc(C)cc3[nH]c2=O)c(OC)c1
69,CN(C)S(=O)(=O)c1ccc(C(=O)NCc2ccsc2)cc1
76,CN1CCN(c2ccc(-c3ccc(NC(=O)c4cccc5ccccc45)cc3)nn2)CC1
59,COc1c[nH]c(C(=O)Nc2cc(C)cc(C)c2)cc1=O
95,COc1ccc2nc(N(CCCN(C)C)C(=O)CCCSc3ccccc3)sc2c1
52,CCCOc1cc(Nc2ccc(NC(=O)Nc3cccc(C)c3)cc2)nc(C)n1
64,CC(C)(C)S(=O)(=O)c1ccc(NCc2ccc3c(c2)OCO3)nn1
96,CSc1cccc(NC(=O)CSc2nccn3nc(-c4ccc(C)cc4)cc23)c1
61,Nc1nc2ncc(CNc3ccc(C(=O)N[C@@H](CCC(=O)O)CC(=O)O)cc3)nc2c(=O)[nH]1
55,Cc1nccc(-c2sc(-c3cccs3)nc2C)n1
70,CCn1ccc2c(O)cccc2c1=O
56,COc1ccccc1CCNC(=O)c1cn(C)nc1OC

(next part)
RMI-FANCM inh,mol
78,CN(C)c1ccc(C(CNC(=O)C(=O)NCc2ccccc2Cl)N2CCCC2)cc1 (centres undefined)
73,O=C(O)c1ccc(CNS(=O)(=O)c2c(F)cccc2F)cc1
59,COC(=O)/C=C(/Nc1cc(OC)ccc1OC)C(=O)OC
54&62,CNCC(O)c1ccc(O)c(O)c1 (centres undefined)
61,CCn1cccc(-c2nnc(SCC(=O)Nc3ccc4c(c3)OCO4)n2C)c1=O
63,CC(C)(C)c1ccc(NC(=O)NNC(=O)c2cccn(Cc3cccc(F)c3)c2=O)cc1
65,O=C(Nc1ccccc1-c1nc2ccccc2o1)c1cc(-c2cccs2)nc2ccccc12
61,O=c1cccnn1CCCNS(=O)(=O)c1cccc(F)c1
52,CCOC(=O)c1ccccc1NC(=O)Cn1cnc2c(cnn2-c2ccc(C)cc2C)c1=O
62,CCOc1cccc2cc(C(=O)Nc3nnc(-c4cccc(S(C)(=O)=O)c4)o3)oc12
73,O=C(NCc1cccnc1)c1ccc(Cn2c(=S)[nH]c3ccc(Br)cc3c2=O)cc1
68,Cn1cccc1C(CNS(=O)(=O)c1ccc(Cl)cc1)N1CCc2ccccc2C1 (centres undefined)
66,Cc1ccc(-c2cn3c(CC(=O)NCCc4ccccc4)csc3n2)cc1
66,COC(=O)c1ccc2c(=O)n(CC(=O)NCC(C)c3ccccc3)c(=S)[nH]c2c1 (centres undefined)
65,O=S(=O)(NCCN1CCN(c2ccc(F)cc2)CC1)c1cccs1

Sorted by SMILES length (highest first): 14 of the compounds above
RMI-FANCM inh,mol
61,Nc1nc2ncc(CNc3ccc(C(=O)N[C@@H](CCC(=O)O)CC(=O)O)cc3)nc2c(=O)[nH]1
63,CC(C)(C)c1ccc(NC(=O)NNC(=O)c2cccn(Cc3cccc(F)c3)c2=O)cc1
66,COC(=O)c1ccc2c(=O)n(CC(=O)NCC(C)c3ccccc3)c(=S)[nH]c2c1 (centres undefined)
73,O=C(NCc1cccnc1)c1ccc(Cn2c(=S)[nH]c3ccc(Br)cc3c2=O)cc1
65,O=C(Nc1ccccc1-c1nc2ccccc2o1)c1cc(-c2cccs2)nc2ccccc12
78,CN(C)c1ccc(C(CNC(=O)C(=O)NCc2ccccc2Cl)N2CCCC2)cc1 (centres undefined)
61,CCn1cccc(-c2nnc(SCC(=O)Nc3ccc4c(c3)OCO4)n2C)c1=O
66,Cc1ccc(-c2cn3c(CC(=O)NCCc4ccccc4)csc3n2)cc1
65,O=S(=O)(NCCN1CCN(c2ccc(F)cc2)CC1)c1cccs1
73,O=C(O)c1ccc(CNS(=O)(=O)c2c(F)cccc2F)cc1
59,COC(=O)/C=C(/Nc1cc(OC)ccc1OC)C(=O)OC
61,O=c1cccnn1CCCNS(=O)(=O)c1cccc(F)c1
55,Cc1nccc(-c2sc(-c3cccs3)nc2C)n1
70,CCn1ccc2c(O)cccc2c1=O

Reformatted with tabs: part of the list above.
Molecule	RMI-FANCM inh
COc1ccc(NC(=S)NCCc2cc3ccc(C)cc3[nH]c2=O)c(OC)c1	71
COC(=O)C1=C(C)N=c2s/c(=C/c3cnn(C)c3)c(=O)n2C1c1ccccc1 (centres undefined)	178
CCn1ccc(C(=O)Nc2c(C(=O)OC)sc3ccccc23)n1	63

Bioassay records from PubChem BioAssay.
